From PubChem BioAssay
HCT116 bCat-KO: beta-catenin-lacking colon tumor cell growth suppression | HCT116 beta-catenin knockout viability, CellTiter-Glo, 60 h; hits give low values | viability, % at 10 µM | hit rate 1.5% among 140,000 | AID 818;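 active = viability at or under a set limit, the compound median less 4 SD, cut at about 6% in these data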;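 note: 0% = Hyamine 1622 control at 20 µM and 100% = untreated cell control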
GALR2 blocker: blocks the human galanin receptor 2. O43603. GALR2-expressing cells, antagonist mode. inhibition, % at 4 µM. hit rate 0.39% among 140,000. AID 828; in the data active = inhibition above about 27%;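 note: cells stimulated with galanin 1-16 at roughly its EC80; 0% = agonist challenge control and 100% = basal control without agonist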
Target sequence (O43603 whole entry, looked up): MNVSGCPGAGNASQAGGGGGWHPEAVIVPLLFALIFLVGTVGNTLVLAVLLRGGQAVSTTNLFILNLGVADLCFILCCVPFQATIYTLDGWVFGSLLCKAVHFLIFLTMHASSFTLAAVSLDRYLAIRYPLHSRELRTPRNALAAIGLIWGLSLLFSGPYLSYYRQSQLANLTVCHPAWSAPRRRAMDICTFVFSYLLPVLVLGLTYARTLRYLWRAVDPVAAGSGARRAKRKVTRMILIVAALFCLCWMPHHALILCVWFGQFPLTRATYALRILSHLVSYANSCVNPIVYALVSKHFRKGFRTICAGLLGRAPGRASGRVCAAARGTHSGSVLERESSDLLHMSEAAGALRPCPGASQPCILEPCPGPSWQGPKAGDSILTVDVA
NPY-Y2 antag: NPY-Y2 (human) receptor antagonism; inhibition, % at 2.7 µM; AID 793; hit rate 0.99% among 140,000; P49146; NPY-Y2 expressing cells, antagonist mode; in the data active = inhibition above about 17%;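 note: 0% = vehicle with agonist challenge and 100% = reference antagonist with challenge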
Target sequence (P49146 whole entry, looked up): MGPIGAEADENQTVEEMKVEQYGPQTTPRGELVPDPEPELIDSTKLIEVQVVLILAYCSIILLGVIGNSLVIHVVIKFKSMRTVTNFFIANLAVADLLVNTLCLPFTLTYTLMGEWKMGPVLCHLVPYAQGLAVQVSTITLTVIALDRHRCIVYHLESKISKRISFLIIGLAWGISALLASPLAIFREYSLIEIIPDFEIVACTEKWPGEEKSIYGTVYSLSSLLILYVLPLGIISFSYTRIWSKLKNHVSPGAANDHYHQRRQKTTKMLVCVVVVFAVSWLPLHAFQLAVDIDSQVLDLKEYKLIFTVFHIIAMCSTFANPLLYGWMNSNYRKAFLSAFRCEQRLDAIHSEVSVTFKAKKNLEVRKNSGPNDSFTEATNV
BB579 growth dn: chemicals that inhibit yeast BB579 growth in restrictive medium (lifespan-shortening candidates) | AID 804 | S. cerevisiae BB579 growth, OD615, 48 h | hit rate 0.51% among 140,000 | inhibition, % at 10 µM;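 active = inhibition above a set limit, 3 SD over the mean compound inhibition, cut at about 44% in these data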; note: inactives centre near -24
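System: DeaD yeast strain BB579; buffer or medium: CSMM-D dextrose restrictive medium; technique: OD at 615 nm; schedule: 4 h cell preincubation, 48 h compound exposure, 30 °C humidified; doses: single 10 µM dose; controls: amphotericin B 10 µg/mL, positive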
Yeast lifespan up: yeast lifespan extension | S. cerevisiae growth with nicotinamide, OD615; deaD strain in restrictive glucose medium | inhibition of the nicotinamide effect, % at 10 µM | hit rate 0.68% among 130,000 | AID 775;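 active = inhibition above a set limit, placed 3 SD over the median of all compounds, cut at about 26% in these data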;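 note: 0% = nicotinamide-treated wells and 100% = cells grown without nicotinamide; some compounds called inactive have numbers as strong as hits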
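Test system – modified budding yeast, DeaD strain · Compound – single dose 10 µM compound, 0.25% DMSO · Times – culture preincubation 4 h, compound exposure 48 h, both 30 °C · Detection – optical density (absorbance) at 615 nm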
Measles CPE: protection of cells from measles virus; hit rate 1.5% among 140,000; protection (pct of control), % at 4 µM; Measles virus-infected cells, CPE protection, absorbance; in the data active = protection mostly above about 24%, no sharp cut-off; inactive = mostly below about 26%; note: some compounds called inactive have numbers as strong as hits
MRP1 act: MRP-1 activation | AID 799 | viability increase, % at 10 µM | H69AR cells + doxorubicin, viability rescue, CellTiter-Glo | hit rate 0.61% among 140,000;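 active = viability gain under doxorubicin at or above a set limit, the compound median plus 3 SD, cut at about 4.7% in these data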;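 note: MRP-1 overexpressing cells given doxorubicin 25 µM after compound pretreatment; 18-22 h compound pretreatment then 72 h with doxorubicin before readout; 0% = doxorubicin-only wells and 100% = vehicle-treated cells without doxorubicin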
E-sel TNF inh: TNF alpha driven E-selectin expression inhibition. HUVEC TNFa-induced E-selectin immunofluorescence, high content. inhibition, % at 2 µM. hit rate 0.71% among 120,000. AID 1246;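 active = inhibition above the batch mean plus 3 SD, and confirmed as a hit on visual image review, cut at about 43% in these data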;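 note: 0% = TNF-stimulated DMSO wells and 100% = unstimulated control wells; not every result past the cut was called active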
PTEN del growth: growth suppressors of cells with PTEN tumor suppressor deletion. hit rate 1.2% among 140,000. HCT116 PTEN-null viability, CellTiter-Glo, 60 h; hits give low values. AID 827. viability, % at 10 µM;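 active = viability at or below a set limit, 4 SD under the median of all tested compounds, cut at about 3.7% in these data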;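 note: PTEN knockout HCT116 line with beta catenin targeted HCT116 as companion control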
Phagocyt inh: inhibitors of macrophage phagocytosis. J774A.1 macrophage IgG-bead phagocytosis, imaging. inhibition, % at 5 µM. hit rate 0.07% among 110,000. AID 1029;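 active = inhibition above the mean of the plate negative controls plus 5 SD, cut at about 13% in these data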;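 note: phagocytic index as fraction of beads internalized from green versus red external bead signal; plate controls were DMSO negative control for no effect and cytochalasin-D positive control for full effect; some results beyond the cut were filed as inactive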
* hit, by the source's call; . = no result given.

SMILES	HCT116 bCat-KO	GALR2 blocker	NPY-Y2 antag	BB579 growth dn	Yeast lifespan up	Measles CPE	MRP1 act	E-sel TNF inh	PTEN del growth	Phagocyt inh
Cc1ccc(C)c(SCC(=O)OCC(=O)c2ccco2)c1	97.3	8.1	2.7	-20.7	-27.2	11.1	-3.2	-40.9	86.7	-0.1
O=C(NCCC1=CCCCC1)C(=O)NCC(c1ccco1)N1CCN(c2ccccc2)CC1 (stereo not given)	71.8	17.2	-1.5	-24.3	3.6	3.4	-0.6	.	70.2	-8.3
COCCCN1C(=O)C(O)=C(C(C)=O)C1c1ccccn1 (stereo not given)	101.5	2.6	3.4	-0.9	-5.6	3.0	-0.8	0.4	96.8	-0.9
N/C(=N\OC(=O)c1ccco1)c1ccccc1	107.2	2.1	1.8	-11.2	.	10.3	-3.0	-20.5	99.8	.
CC(=O)N1CCc2cc(S(=O)(=O)CCC(=O)N3CCc4ccccc4C3)ccc21	95.3	2.0	2.7	-11.3	-7.9	5.4	-2.4	5.3	105.3	-0.6
c1ccc(CCSc2ncnc3nc[nH]c23)cc1	89.1	-6.2	1.0	-32.7	-4.7	17.3	0.3	.	89.1	-6.3
COc1cccc(NC(=O)Nc2ccc3c(c2)nnn3C)c1	88.8	4.0	1.4	-43.6	.	30.8	0.2	-12.7	92.5	.
CCN(CC)S(=O)(=O)c1ccc(C)c(NC(=O)CSc2nc3ccc(C)cc3[nH]2)c1	66.6	10.0	0.6	-4.2	4.0	10.1	-0.5	.	58.3	.
Cn1c(=N)n(CC(O)c2ccco2)c2ccccc21 (stereo not given)	92.4	-21.1	4.2	-23.4	-2.7	9.8	-3.0	.	88.8	0.2
Cc1ccc(-c2cc(C(=O)Nc3nn[nH]n3)c3ccccc3n2)cc1	100.7	-2.0	-1.1	-84.4	-5.8	29.7	0.6	-15.8	102.1	0.7
CCNC(=S)NNC(=O)c1ccccc1OC(F)F	99.0	7.8	0.2	-2.0	-2.2	4.5	-0.4	0.6	98.7	2.2
CC(C)C(=O)Nc1sc2c(c1-c1nc3ccccc3[nH]1)CCCC2	79.0	1.3	-2.8	-31.7	-10.9	17.8	-3.5	-16.7	77.0	-2.9
CSc1nc(-c2ccc(C)cc2)nc(C(Cl)Cl)n1	1.1*	-3.2	0.8	-32.8	-10.0	21.2	-3.0	0.7	1.1*	.
COc1cc(OC)cc(-c2nc3ccccc3c(=O)n2OC(=O)c2ccccc2C)c1	90.9	7.3	1.5	-11.6	61.1*	1.5	-2.4	12.8	94.8	-9.3
CC(=O)Oc1ccc2c(c1)Oc1cc(OC(C)=O)ccc1C21OC(=O)c2ccccc21	88.5	24.1	79.1*	-7.2	13.2	11.6	0.0	.	91.4	.
O=C(NCc1ccc2c(c1)OCO2)c1ccc(COc2cc(Cl)ccc2Cl)o1	96.3	-11.1	9.6	-41.8	-4.1	19.2	0.3	.	104.1	1.4
O=C(NCC1COc2ccccc2O1)c1ccccc1 (stereo not given)	87.5	-3.5	0.1	-28.5	-10.2	3.8	-1.5	-2.0	81.5	0.3
CCc1cc(=O)oc2cc(OCC(=O)N3CCCc4ccccc43)ccc12	83.0	4.5	11.5	16.2	-14.0	16.6	1.4	27.4	80.3	.
Cc1cc(C(=O)Cn2nnc3ccccc3c2=O)c(C)n1Cc1cccs1	93.5	4.1	-0.5	-53.7	-0.1	9.4	-2.1	6.9	89.9	-0.9
COc1cc(NC(=O)COC(=O)c2cc(S(=O)(=O)N3CCCCC3)ccc2Cl)c(C)cc1[N+](=O)[O-]	84.2	-6.1	3.4	-40.4	1.2	4.5	0.4	.	93.5	4.3
Cc1cccc(-n2ccnc2SCC(=O)Nc2nccs2)c1C	92.5	10.3	2.1	-11.4	-5.8	7.3	1.6	-0.2	94.4	1.7
CSc1nc2ccc3nc(NC(=O)c4ccc(C)cc4)sc3c2s1	97.9	-2.5	2.7	-15.4	-10.7	8.6	-0.1	-16.2	105.4	-0.5
CCOc1ccccc1C(=O)N1CCN=C1SCc1cccnc1	107.8	-2.2	-0.8	-14.1	-6.4	2.2	-0.5	.	102.2	-1.4
CCCC1CC(C)(c2csc(Nc3ccc(OCC)cc3)n2)OC1=O (stereo not given)	37.0	7.3	-0.2	-35.7	.	5.2	-2.5	20.4	51.0	.
CON(C)c1nc(OCCNC(=O)COc2ccc(Cl)cc2C)nc(N(C)C)n1	76.5	-8.5	0.5	-38.3	-6.8	3.5	-2.5	7.7	74.8	-1.1

A stretch taken from the entries so far:
SMILES	HCT116 bCat-KO	GALR2 blocker	NPY-Y2 antag	BB579 growth dn	Yeast lifespan up	Measles CPE	MRP1 act	E-sel TNF inh	PTEN del growth	Phagocyt inh
O=C(NCC1COc2ccccc2O1)c1ccccc1 (stereo not given)	87.5	-3.5	0.1	-28.5	-10.2	3.8	-1.5	-2.0	81.5	0.3
CCc1cc(=O)oc2cc(OCC(=O)N3CCCc4ccccc43)ccc12	83.0	4.5	11.5	16.2	-14.0	16.6	1.4	27.4	80.3	.
Cc1cc(C(=O)Cn2nnc3ccccc3c2=O)c(C)n1Cc1cccs1	93.5	4.1	-0.5	-53.7	-0.1	9.4	-2.1	6.9	89.9	-0.9
COc1cc(NC(=O)COC(=O)c2cc(S(=O)(=O)N3CCCCC3)ccc2Cl)c(C)cc1[N+](=O)[O-]	84.2	-6.1	3.4	-40.4	1.2	4.5	0.4	.	93.5	4.3
Cc1cccc(-n2ccnc2SCC(=O)Nc2nccs2)c1C	92.5	10.3	2.1	-11.4	-5.8	7.3	1.6	-0.2	94.4	1.7
CSc1nc2ccc3nc(NC(=O)c4ccc(C)cc4)sc3c2s1	97.9	-2.5	2.7	-15.4	-10.7	8.6	-0.1	-16.2	105.4	-0.5
CCOc1ccccc1C(=O)N1CCN=C1SCc1cccnc1	107.8	-2.2	-0.8	-14.1	-6.4	2.2	-0.5	.	102.2	-1.4
CCCC1CC(C)(c2csc(Nc3ccc(OCC)cc3)n2)OC1=O (stereo not given)	37.0	7.3	-0.2	-35.7	.	5.2	-2.5	20.4	51.0	.
CON(C)c1nc(OCCNC(=O)COc2ccc(Cl)cc2C)nc(N(C)C)n1	76.5	-8.5	0.5	-38.3	-6.8	3.5	-2.5	7.7	74.8	-1.1

(continued)
SMILES	HCT116 bCat-KO	GALR2 blocker	NPY-Y2 antag	BB579 growth dn	Yeast lifespan up	Measles CPE	MRP1 act	E-sel TNF inh	PTEN del growth	Phagocyt inh
Cc1ccc(-c2noc(C3CCCN(C(=O)c4c(F)cccc4F)C3)n2)cc1 (stereo not given)	56.7	6.3	7.7	-19.5	2.2	3.3	-0.8	6.7	72.6	1.8
CC(C)CNC(=S)Nc1ccccc1F	86.4	2.2	1.8	4.3	-2.3	6.8	-3.1	.	109.2	9.3
OCCN1CN=C(Nc2nc3ccccc3s2)NC1	94.5	-5.1	1.8	16.4	-10.8	21.8	0.2	.	89.0	-1.4
Cc1ccc(/C=C/C(=O)N2CCN(S(=O)(=O)c3ccc(C)c(C)c3)CC2)o1	74.7	1.9	1.9	-6.8	7.4	6.6	-3.6	.	74.1	.
C/C(=N\N=C\c1cccc(F)c1)c1nnn(-c2nonc2N)c1C	93.1	0.9	3.7	-35.6	-0.5	5.7	-0.3	-6.8	98.2	-12.4
CC1CCCN(S(=O)(=O)c2cccc(-c3cn4cccnc4n3)c2)C1 (stereo not given)	89.7	13.6	0.9	-29.5	-14.5	14.4	-1.9	-6.0	91.2	0.8
Cc1cc(N2C(=O)C(=O)/C(=C(/O)c3ccc(F)cc3)C2c2cccc(Br)c2)no1 (stereo not given)	93.5	0.1	2.5	-10.7	1.3	11.2	-2.3	.	84.4	-4.1
Cn1c(C(=O)OC(C(=O)NC2CCCCC2)c2cccnc2)cc2sccc21 (stereo not given)	101.3	-3.3	9.3	-11.3	-11.3	5.8	-0.7	15.6	91.6	-1.0
CCCOC(=O)COC(=O)c1ccccc1NC(=O)c1ccccc1	89.5	4.4	23.2*	-9.6	-3.7	5.3	0.9	.	86.5	-1.6
O=C1c2ccccc2C(=O)N1CCCCSc1nnc2ccccn12	97.8	11.6	-1.0	-58.7	-9.2	10.9	-0.6	.	111.3	-0.7
CC(C)C(=O)Nc1cccc(NC(=S)NC(=O)c2ccccc2Cl)c1	74.7	-10.6	-3.9	-5.0	-9.3	5.3	-2.5	-4.9	71.4	1.1
O=C(Cn1cc2c(n1)CCCC2)N1CCOCC1	97.3	7.4	-1.9	-14.9	-7.0	16.1	-0.6	.	108.0	-0.4
COc1nccnc1NS(=O)(=O)c1ccc(N=Cc2c(C)[nH]n(-c3ccc(C)c(C)c3)c2=O)cc1	56.8	-18.5	-0.3	-31.2	-9.2	21.4	-2.1	.	61.2	-1.2
COCCNC(=O)C(c1ccncc1)N(C(=O)Cn1nnc2ccccc21)c1ccc(OC)cc1 (stereo not given)	90.5	0.1	5.1	-53.3	1.1	3.5	-4.2	-5.6	99.6	-4.2
CN(CC(=O)NCc1ccncc1)S(=O)(=O)c1ccc(F)cc1	88.1	-8.0	3.9	-15.8	-4.4	1.4	-0.1	15.5	95.8	-1.0
CC(=O)NC(CCS(C)(=O)=O)C(=O)Nc1cccc(Cl)c1Cl (stereo not given)	101.4	2.1	-0.6	-3.9	-3.5	0.6	-1.3	0.1	102.8	-1.3
O=C1C=C(c2ccccc2)CC(/C=C/c2ccccc2)C1 (stereo not given)	90.4	-5.1	8.8	-50.8	-1.6	4.6	1.2	-8.9	98.4	-4.4
COc1ccc(-c2nc(C(N)=O)c3[nH]c(=O)n(-c4cccc(C)c4)c3n2)c(OC)c1	79.6	-11.3	7.0	-29.6	-6.5	5.5	-1.2	-22.0	70.2	0.1
CCCOC(=O)C1C2C=CC(C2)C1C(=O)OCC(=O)c1ccccc1 (stereo not given)	81.4	3.4	1.6	-26.6	4.2	7.4	-2.6	-0.4	86.6	1.7
COc1ccccc1NC(=O)COc1ccccc1	78.5	4.1	1.0	-39.0	-14.2	1.6	-1.3	-9.8	73.4	-0.6
C=CCNc1nc(-c2ccccc2)nc(-n2ccnc2)n1	94.3	-2.2	0.4	-12.4	-10.9	1.7	-0.6	-5.2	78.4	-0.1
CCOC(=O)c1ccc(NC(=S)NC2CCCC2)cc1	91.6	7.6	3.6	-5.9	-5.2	44.0*	-5.1	.	89.2	-3.6
O=C(Nc1cccc2ccccc12)N1CCN(c2ccccc2)CC1	103.3	5.1	-1.1	-16.6	-15.5	10.8	-0.5	-19.2	109.3	-4.0

Compounds as they come; 6.3% or so of the library scored in one or more.
